M4 antag = antagonists of human muscarinic M4 receptor (CHRM4) | CHO-hM4 cells, ACh EC80, Fluo-8 calcium fluorescence | 0.73% of 360,000 active | P08173 | inhibition, % at 3 µM;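 active means inhibition above its plate's cutoff, the mean inhibition of sample wells plus 3 SD, cut at about 27% in these data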;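 further: 0% = acetylcholine EC80 with DMSO and 100% = DMSO without agonist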
Target sequence (P08173 whole entry, looked up): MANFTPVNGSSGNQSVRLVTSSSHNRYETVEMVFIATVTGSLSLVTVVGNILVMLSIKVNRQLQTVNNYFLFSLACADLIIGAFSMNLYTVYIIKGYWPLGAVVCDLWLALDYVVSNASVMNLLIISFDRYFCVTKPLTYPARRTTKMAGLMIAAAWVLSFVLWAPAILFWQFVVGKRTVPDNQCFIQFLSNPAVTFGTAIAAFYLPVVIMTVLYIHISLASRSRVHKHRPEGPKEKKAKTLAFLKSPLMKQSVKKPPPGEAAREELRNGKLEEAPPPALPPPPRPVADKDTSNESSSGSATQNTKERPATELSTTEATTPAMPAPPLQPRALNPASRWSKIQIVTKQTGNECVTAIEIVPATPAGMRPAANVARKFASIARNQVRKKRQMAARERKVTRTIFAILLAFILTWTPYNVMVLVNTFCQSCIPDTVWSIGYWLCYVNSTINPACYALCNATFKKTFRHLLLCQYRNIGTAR
M1 PAM = potentiates human M1 receptor response to acetylcholine; CHO-K1 hM1, Fluo-8 calcium fluorescence, ACh EC20; 0% = ACh EC20, 100% = maximal ACh; activation, % at 3 µM; 0.088% of 360,000 active; AID 588819; in the data active means activation above about 19%, passing the limit was not always enough
M1 antag = human CHRM1 antagonism. P11229. CHO-K1 hM1, Fluo-8 calcium fluorescence, ACh EC80 antagonist. inhibition, % at 3 µM. 1.3% of 360,000 active. AID 588852;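 active means percent inhibition above its own plate's cutoff, namely the mean of that plate's compound wells plus 3 SD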;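 further: peak over basal fluorescence ratio during 140 s after agonist addition; 0% = ACh EC80 plus DMSO and 100% = DMSO alone without agonist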
TAAR1 ag = agonists of human TAAR1 | Q96RJ0 | CHO RD-HGA16 TAAR1, Fluo-8 calcium fluorescence; vehicle wells 0%, saturating PEA agonist 100% | activation, % at 3 µM | 0.99% of 360,000 active | AID 624467;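 active means activation above the mean activation of all test compounds in the run plus 3 SD, cut at about 38% in these data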
Target sequence (Q96RJ0 whole entry, looked up): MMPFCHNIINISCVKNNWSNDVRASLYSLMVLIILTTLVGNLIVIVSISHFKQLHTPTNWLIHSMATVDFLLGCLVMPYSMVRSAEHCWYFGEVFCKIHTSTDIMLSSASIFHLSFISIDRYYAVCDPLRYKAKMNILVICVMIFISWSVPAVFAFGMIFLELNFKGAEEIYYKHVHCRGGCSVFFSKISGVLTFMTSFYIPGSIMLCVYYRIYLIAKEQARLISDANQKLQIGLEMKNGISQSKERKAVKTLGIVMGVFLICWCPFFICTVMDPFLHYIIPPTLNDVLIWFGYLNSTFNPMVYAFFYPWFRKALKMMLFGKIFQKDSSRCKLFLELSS
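Test system: RD-HGA16 (CHO) cells co-expressing Gα16 and hTAAR1 | Doses: Single dose, 3 µM | Schedule: 17-24 h seeding, 75 min 37 °C dye, 30 min RT | Evaluation: % activation from peak over basal fluorescence ratio, DMSO-to-PEA scaled | Technique: Kinetic Fluo-8 calcium fluorescence | Benchmarks: Low control DMSO, high control PEA (EC100)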
M5 ag = agonists of human muscarinic M5 receptor (CHRM5); P08912; CHO-K1 hM5 cells, Fluo-8 calcium fluorescence; 0% DMSO wells, 100% maximal acetylcholine response; activation, % at 3 µM; 0.19% of 360,000 active; AID 624037;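 active means activation above the run's mean over test compounds plus 3 SD, cut at about 23% in these data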;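 further: signal is peak over basal fluorescence ratio across the kinetic read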
CHRM5 PAM = potentiates acetylcholine response at human M5 receptor; P08912; CHO-K1 hM5, Fluo-8 calcium, ACh EC20 PAM; 0% = ACh EC20, 100% = ACh EC100; activation, % at 3 µM; 0.3% of 360,000 active;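 active means activation above the run cutoff, the mean activation of all test compounds plus 3 SD, cut at about 18% in these data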
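Assay system: CHO-K1 hM5 cells. Also added: acetylcholine at EC20 concentration, added after compound. Dosing: 3 µM, single dose. Times: compound preincubation 140 s before EC20 acetylcholine addition. Signal: Fluo-8 calcium fluorescence. Measure: % activation relative to EC20 and EC100 ACh responses. Repeats: singlicate, one well per test compound.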
M4 ag = CHRM4 agonism in calcium assay; P08173; CHO-K1 hM4/Gqi5, Fluo-8 calcium fluorescence; vehicle 0%, full acetylcholine response 100%; activation, % at 3 µM; 0.14% of 360,000 active; AID 624127;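 active means activation above the run mean over all test wells plus 3 SD, cut at about 32% in these data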;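 further: peak over basal fluorescence ratio per well then scaled between controls; 0% = DMSO wells and 100% = acetylcholine at EC100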
CHRM1 agonist = human M1 muscarinic receptor agonism; P11229; 0.33% of 360,000 active; activation, % at 3 µM; CHO-K1 hM1, Fluo-8 calcium fluorescence, agonist mode; 0% DMSO, 100% acetylcholine EC100;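 active means activation above the run's mean compound activation plus 3 SD, cut at about 16% in these data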;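 further: peak over basal fluorescence ratio within a 140 s kinetic read after compound addition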
M5 antag = antagonists of human muscarinic M5 receptor (CHRM5). CHO-hM5 cells, Fluo-8 calcium fluorescence, ACh EC80. inhibition, % at 3 µM. 0.59% of 360,000 active. AID 624040;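 active means inhibition above a per-plate cutoff, the mean of that plate's test compounds plus 3 SD, cut at about 27% in these data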;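 further: 0% = acetylcholine EC80 with DMSO and 100% = DMSO without agonist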
An asterisk follows results filed as active; nt = no result given.

SMILES	M4 antag	M1 PAM	M1 antag	TAAR1 ag	M5 ag	CHRM5 PAM	M4 ag	CHRM1 agonist	M5 antag
CCCS(=O)(=O)N1CCC(C(=O)NCCN(C)Cc2ccccc2)CC1	9	7	-14	0	-1	6	0	-5	-3
COC(=O)c1c(NC(=O)C2CCC2)sc(C(=O)N(C)C)c1C	4	1	0	8	0	4	0	-3	1
Cc1ccc(NC2=CC(=O)CC(C)(C)C2)cc1Cl	2	6	-11	5	0	-1	1	-4	5
Cc1cc(F)ccc1NC(=O)C1CCN(S(=O)(=O)c2ccc3c(c2)CCCC(=O)N3)CC1	-3	0	6	2	-4	2	1	-4	-3
CCn1c(SCC(=O)Nc2ccc(OC)cc2OC)nc2nc3c(cc2c1=O)COC(C)(C)C3	0	0	2	7	3	-1	11	-5	-2
Cc1ccccc1N(CC(=O)NCc1ccc2c(c1)OCO2)C(=O)CCC(=O)Nc1ccccn1	-12	3	-6	10	-1	-8	7	0	-6
CCOC(=O)C[C@H]1c2cc(F)ccc2S(=O)(=O)N1c1cccc(OC)c1	-5	-1	1	5	-4	-9	3	-6	12
O=C(O)/C=C/C(=O)Nc1ccc(C2(c3ccc(NC(=O)/C=C/C(=O)O)cc3)c3ccccc3-c3ccccc32)cc1	1	-4	-1	0	-5	-7	2	-3	16
COC(=O)Oc1ccc(/C=N/NC(=O)CN(c2ccccc2Br)S(C)(=O)=O)cc1OC	4	2	0	4	-2	-10	8	-3	8
Cc1cccc(-c2nc(CSCC(=O)NCCCN3CCOCC3)c(C)o2)c1	4	5	0	3	-6	2	0	-6	1

Full records as entered above.
`Cc1ccc(NC2=CC(=O)CC(C)(C)C2)cc1Cl` in the list: M4 antag: 2; M1 PAM: 6; M1 antag: -11; TAAR1 ag: 5; M5 ag: 0; CHRM5 PAM: -1; M4 ag: 1; CHRM1 agonist: -4; M5 antag: 5
`COC(=O)Oc1ccc(/C=N/NC(=O)CN(c2ccccc2Br)S(C)(=O)=O)cc1OC` in the list: M4 antag: 4; M1 PAM: 2; M1 antag: 0; TAAR1 ag: 4; M5 ag: -2; CHRM5 PAM: -10; M4 ag: 8; CHRM1 agonist: -3; M5 antag: 8
`O=C(O)/C=C/C(=O)Nc1ccc(C2(c3ccc(NC(=O)/C=C/C(=O)O)cc3)c3ccccc3-c3ccccc32)cc1` in the list: M4 antag: 1; M1 PAM: -4; M1 antag: -1; TAAR1 ag: 0; M5 ag: -5; CHRM5 PAM: -7; M4 ag: 2; CHRM1 agonist: -3; M5 antag: 16

More records.
SMILES	M4 antag	M1 PAM	M1 antag	TAAR1 ag	M5 ag	CHRM5 PAM	M4 ag	CHRM1 agonist	M5 antag
Cc1cc(C(=O)NC2CCCc3ccccc32)no1 (centres undefined)	1	2	6	9	2	-1	1	-7	2
Cc1ccc(N2CC(NS(=O)(=O)c3cccnc3)CC2=O)cc1 (centres undefined)	-10	18	-30	2	4	-3	1	6	6
CC(C)Cc1nnc(NC(=O)c2cc3c(s2)CCC3)s1	-8	13	-17	-3	2	1	0	-2	-4
Nc1nc(Nc2cccc(F)c2)nc2ccccc12	-15	1	0	98*	-15	-3	3	-3	10
CCCCOC(=O)Nc1sc2nc(C)cc(C)c2c1-n1cccc1	-12	7	-12	2	-4	0	1	-4	-16
CSCC[C@H](NC(=O)[C@H](Cc1ccccc1)n1c(=O)[nH]c2ccccc2c1=O)C(=O)N1CCC[C@H]1C(=O)O	-24	3	-12	0	0	-6	0	-2	-1
COc1ccc(N2C(=O)C3CCCN3C2=O)cc1 (centres undefined)	4	5	-2	6	-7	-2	1	-2	5
N#Cc1ccccc1NC(=O)Nc1ccccc1	-6	9	-15	5	-2	1	2	-6	5
CC(C)(C)c1ccc(/C=N/N2C(=O)CSC2=S)cc1	1	9	-10	-1	-1	6	1	-3	-6
O=C(NNC(=O)c1ccccc1Cl)c1csc(N2CCOCC2)n1	-1	0	2	5	-1	3	1	-2	-11
CC1=NN(C(=O)CCc2ccccc2)C(O)(c2ccncc2)C1 (centres undefined)	-6	12	-9	1	9	5	3	-1	0
O=C(CCCCCN1C(=O)c2ccccc2C1=O)Nc1ccc(F)cc1	-2	7	-7	7	-3	4	6	-1	-5
CCOc1ccc(NC(=O)c2cc3ccccc3cc2OC)cc1	-16	8	-12	2	-10	10	3	-4	-13
O=c1[nH]c(=O)n(C2CC(O)C(CO)O2)cc1Br (centres undefined)	-10	4	-12	1	2	-2	1	1	2
COc1ccc(Cc2nnc(SCC(=O)N3CCCCC3)o2)cc1	-1	0	-2	1	0	5	1	-5	-6
O=C(NNc1ccccc1[N+](=O)[O-])Nc1ccc(Cl)c(Cl)c1	15	-5	15	16	12	-18	15	12	29*
c1ccc(-c2noc(-c3ccc4ccccc4c3)n2)nc1	-7	1	5	nt	-1	-6	4	-2	6
CCC(CC)C(=O)OCC(=O)Nc1cccc([N+](=O)[O-])c1	-7	1	0	7	-2	-6	1	-2	3
COc1ccc(/C(O)=C2/C(=O)C(=O)N(CCN3CCOCC3)C2c2ccccn2)cc1OC (centres undefined)	-1	2	-2	11	-2	4	0	-2	0
COc1ccc(-c2cc(=O)c3cc(O)ccc3o2)cc1	-13	-1	-1	-3	0	-4	-2	-6	1

Some of these compounds in order of molecular weight, smallest number first:
SMILES	M4 antag	M1 PAM	M1 antag	TAAR1 ag	M5 ag	CHRM5 PAM	M4 ag	CHRM1 agonist	M5 antag
Nc1nc(Nc2cccc(F)c2)nc2ccccc12	-15	1	0	98*	-15	-3	3	-3	10
c1ccc(-c2noc(-c3ccc4ccccc4c3)n2)nc1	-7	1	5	nt	-1	-6	4	-2	6
O=C(NNC(=O)c1ccccc1Cl)c1csc(N2CCOCC2)n1	-1	0	2	5	-1	3	1	-2	-11

As entered above:
O=C(CCCCCN1C(=O)c2ccccc2C1=O)Nc1ccc(F)cc1 @ M4 ag: 6
CCOc1ccc(NC(=O)c2cc3ccccc3cc2OC)cc1 @ M4 antag: -16

(next part)
SMILES	M4 antag	M1 PAM	M1 antag	TAAR1 ag	M5 ag	CHRM5 PAM	M4 ag	CHRM1 agonist	M5 antag
COc1ccc(C(CNC(=O)c2cccc(S(=O)(=O)Nc3ccccc3OC)c2)N2CCCCC2)cc1 (centres undefined)	-4	-11	12	4	-6	2	3	-8	2
O=C(O)/C=C/C(=O)N1CCN(S(=O)(=O)c2cccc(C(F)(F)F)c2)CC1	-12	8	-1	5	-1	-4	1	-11	-6
Cc1cccc(N2CCN(Cc3nc(CC4CC4)no3)CC2)n1	1	3	-8	2	2	0	3	-4	16
CSCCC(N=C1NS(=O)(=O)c2ccccc21)C(=O)N1CCCC(C(N)=O)C1 (centres undefined)	-6	1	4	2	2	6	2	-3	1
COc1ccc(NC(=O)COC(=O)C2CCCN2C(=O)OC(C)(C)C)cc1Cl (centres undefined)	1	-5	3	4	3	1	4	-3	-6
O=C(COc1cccc(Cl)c1)NCc1ccccc1	3	14	-24	1	2	0	0	-2	5
Cc1cccc(N(C(=O)CCC(=O)Nc2cc(C)on2)C(C(=O)NC2CCCC2)c2ccccc2)c1 (centres undefined)	-4	8	-12	3	-1	-6	9	-5	13
Cc1c(NC(=O)CSCc2ccco2)c(=O)n(-c2ccccc2)n1C	-2	6	-4	4	-3	-5	1	-4	14
CCOc1ccc(C(=O)N(CC)CC(=O)Nc2ccc3c(c2)OCCO3)cc1OCC	-10	7	-17	12	0	-2	1	-3	1
CCN(CC)S(=O)(=O)c1ccc2c(c1)nc(CCC(=O)OCC(=O)N1CCc3ccccc31)n2C	-3	0	-6	1	-8	-9	4	-5	-7

The closing 4 entries of the section before open the next one:
SMILES	M4 antag	M1 PAM	M1 antag	TAAR1 ag	M5 ag	CHRM5 PAM	M4 ag	CHRM1 agonist	M5 antag
Cc1cccc(N(C(=O)CCC(=O)Nc2cc(C)on2)C(C(=O)NC2CCCC2)c2ccccc2)c1 (centres undefined)	-4	8	-12	3	-1	-6	9	-5	13
Cc1c(NC(=O)CSCc2ccco2)c(=O)n(-c2ccccc2)n1C	-2	6	-4	4	-3	-5	1	-4	14
CCOc1ccc(C(=O)N(CC)CC(=O)Nc2ccc3c(c2)OCCO3)cc1OCC	-10	7	-17	12	0	-2	1	-3	1
CCN(CC)S(=O)(=O)c1ccc2c(c1)nc(CCC(=O)OCC(=O)N1CCc3ccccc31)n2C	-3	0	-6	1	-8	-9	4	-5	-7
COc1cccc(OC)c1NC(=O)CN1CCN(C)CC1	-8	2	-8	2	-1	2	2	-2	-2
CCOC(=O)CC1(NC(=O)C2CCC(=O)N(Cc3ccccc3OC)C2)CCCCC1 (centres undefined)	0	1	1	2	-4	-1	1	-2	5
O=C(CCC(=O)OCCCC(F)(F)C(F)(F)F)Nc1ccc(Cl)cc1Cl	-4	7	-8	2	-4	-1	-3	0	-6
O=C1c2ccccc2C(=O)N1c1ccccc1S(=O)C(F)(F)F (centres undefined)	-1	5	7	3	5	3	1	-2	0
COc1ccc(CCNc2ccc(C(CC(N)=O)NC(=O)c3ccccc3)cc2[N+](=O)[O-])cc1 (centres undefined)	-5	4	-1	8	2	7	0	-4	3
COc1ccc(S(=O)(=O)N(C)c2ccc(C(=O)Nc3cccnc3)cc2)cc1	-4	2	-2	2	-1	5	11	-2	-6
O=C(CNC(=O)c1ccccc1Cl)OC1CCOC1=O (centres undefined)	0	4	5	2	0	0	1	-1	9
COc1ccc(/C(C)=N/NC(=O)c2ccc(N(C)C)cc2)cc1	0	5	-7	-3	-4	-3	0	-4	-1
COc1ccc(/C=N/Nc2nccnc2Cl)cc1	12	-3	-9	0	-1	5	1	-6	-3
CC(=O)N1CCN(c2ccc(NCc3cccc4ccccc34)cc2)CC1	-4	7	-10	5	1	0	2	-3	2
CC(C)S(=O)(=O)N1CCCC(c2cc(C(=O)NCc3ccccc3)no2)C1 (centres undefined)	-12	8	-11	1	0	3	2	-2	-4
Cc1ccc(S(=O)(=O)NCCNS(=O)(=O)c2ccc(C)cc2)cc1	4	0	2	0	-2	-7	5	-1	4
O=C(Nc1nc(-c2cc3ccccc3oc2=O)cs1)c1ccc(Br)o1	2	0	-8	1	-3	-3	0	-1	7
CCN(CC)c1ccc2cc(C(=O)NCc3ccc(F)cc3)c(=N)oc2c1	11	-1	8	9	0	1	1	-1	4
COc1ccc(N2CCN(C(=O)c3ccc(Cl)c(S(=O)(=O)N4CCOCC4)c3)CC2)cc1	-16	10	-9	2	4	2	4	-4	1
Cc1cc(C)n2nc(-c3ccccc3)c(-c3ccccc3)c2n1	-2	15	-13	3	-2	-7	1	-1	14
O=C(NCCn1ccc2ccccc21)c1cccc([N+](=O)[O-])c1	7	0	2	3	1	-6	4	-3	6
O=C(CCS(=O)(=O)Cc1ccccc1F)NCCCN1CCCCC1	3	2	-3	4	-3	2	0	-5	-2

Compound activity from PubChem BioAssay.

An excerpt (hit frequency here may not be typical).
